From PubChem BioAssay
APE1 inh: APE1 (human) endonuclease inhibition; P27695; recombinant APE1, TAMRA/BHQ-2 abasic DNA cleavage fluorescence; Potency, µM (highest dose often 65.8 µM), without a hit: at the highest dose activity change, negative = inhibition, most hits filed as inhibitors; 350,000 compounds, 0.35% hits; AID 2517;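 note: potency is the fitted concentration of half-maximal effect; plate controls were vehicle for no effect and reference inhibitor for full effect; nearly all actives have a fitted effect of over 55% in size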
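Substrate: short duplex with […] THF abasic site, 5'-TAMRA and 3'-BHQ-2, 50 nM final. APE1 at 0.75 nM, preincubated 15 min RT with compound. Fluorescence increase from first to third read measured activity.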
POLB inh: inhibitors of human DNA polymerase beta; P06746; Pol beta primer extension/strand displacement, fluorescence kinetic; Potency, µM (series often up to 114 µM), for inactives: at the top dose activity change, negative = inhibition, actives largely listed as inhibitors; 340,000 compounds, 1.3% hits; note: potency is the fitted concentration of half-maximal effect; % is set by controls: 0 for no effect and ±100 for the full control effect
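Homogeneous kinetic assay of primer extension and strand displacement by 10 nM Pol beta, preincubated 15 min at room temperature with compound before 50 nM substrate (final) was added. Read at 0 and 10 min; four-parameter Hill fit.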
ERG Ets-DNA blk: blocks human ERG Ets domain binding to DNA; AID 624246; P11308; Potency, µM (top dose mostly 76.9 µM), inactives show at the top dose FP activity, negative = inhibition, most hits filed as inhibitors; fluorescence polarization, His-ERG Ets domain / labelled DNA; 370,000 compounds, 0.028% hits; active = well fitted inhibition curve with a large enough effect in the polarisation, with a control signal flat; inconclusive = small, poorly fitted or top-dose-only effect, or effect the other way, or a change in a side signal; inactive = no such curve, though single readings can be large or run the other way; the % refers to the polarisation;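 note: polarization taken with two DNA probes labelled with fluorescein and Texas red; potency is the fitted concentration of half-maximal effect; % of control where 0% means no effect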
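His-tagged ERG Ets domain (1 uM in the protein solution; 300mM KCl, 50mM Tris-HCl, 1mM EDTA, 1mM DTT, pH 7.5) received compound, then a probe mix of 5 nM fluorescein-DNA and 100nM Texas-615-DNA. Fluorescence polarization was read for both dyes.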
LDHA inh: blocks human lactate dehydrogenase A; P00338; purified LDHA, NADH/diaphorase-resazurin fluorescence; active compounds read low; activity change, % (values are at about 110 or 230 µM); 480,000 compounds, 0.15% hits; AID 1347041; in the data active = activity change below about -30%; inconclusive = mostly about -25% to -30%;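 note: plate controls were DMSO wells for no effect and wells without enzyme for full effect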
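Remaining NADH was detected by diaphorase (0.133 mg/mL) converting 37 µM resazurin to fluorescent resorufin, read at 0 and 20 minutes. The preceding 5-minute room-temperature reaction used 2 nM LDHA, 0.2 mM sodium pyruvate and 0.06 mM NADH at pH 7.4.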
ALOX12 inh: inhibitors of human 12S-lipoxygenase ALOX12. 580,000 compounds, 1.1% hits. Potency, µM (top dose mostly 108 µM), for the others: at the highest dose activity change, negative = inhibition, most hits filed as inhibitors. P18054. purified 12hLO, xylenol orange hydroperoxide absorbance; note: potency is the fitted concentration of half-maximal effect; % is set by controls: 0 for no effect and ±100 for the full control effect
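Purified human 12hLO at 150 nM in 25 mM Hepes, 0.01% Triton X-100, pH 7.0, preincubated 15 min at room temperature with compound. Reaction started with 40 uM arachidonic acid, 30 min at room temperature. Hydroperoxide measured by Fe-xylenol orange, 573/405 nm absorbance ratio.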
RGS4 inhibitor: human RGS4 inhibition. Transcreener GDP fluorescence polarization, RGS4-accelerated GTP hydrolysis. 390,000 compounds, 0.039% hits. P49798. Potency, µM (doses to about 114 µM), without a hit: at the top dose activity change, negative = inhibition, actives largely listed as inhibitors; note: potency is the fitted concentration of half-maximal effect; % is set by controls: 0 for no effect and ±100 for the full control effect; nearly all actives have a fitted effect of over 75% in size; some results filed as inactive show a strong effect at the top dose
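MLSMR compounds (23 nl, pin-transferred) preincubated 10 min at room temperature with a 500nM (2x) first reagent, then RGS4 at 900nM (2x) plus Transcreener GDP mix added; fluorescence polarization (620/688 nm) read before and after 90 min at 30 °C.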
Anesthetic bind: candidate novel general anesthetic via apoferritin binding | P02791 | apoferritin/1-aminoanthracene competitive binding, fluorescence | Potency, µM (series often up to 77.5 µM), for the others: at the highest dose activity change, negative = displacement, most hits filed as inhibitors | 350,000 compounds, 0.074% hits; note: potency is the fitted concentration of half-maximal effect; % is set by controls: 0 for no effect and ±100 for the full control effect; nearly all actives have a fitted effect of over 20% in size
Target sequence (P02791 2-175 limits assumed): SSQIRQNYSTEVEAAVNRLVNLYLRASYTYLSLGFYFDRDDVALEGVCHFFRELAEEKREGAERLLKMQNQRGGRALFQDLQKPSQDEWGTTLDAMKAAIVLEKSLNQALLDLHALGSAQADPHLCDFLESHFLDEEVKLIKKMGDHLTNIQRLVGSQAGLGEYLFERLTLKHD
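Horse-spleen apoferritin (10 uM) in 50% saturated 1-aminoanthracene in PBS was incubated 10 min at room temperature with compound. Fluorescence (ex 380, em 535 nm) was normalized to free and bound 1-AMA, with concentration-response fitted by a four-parameter Hill equation.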
POLK inh: DNA polymerase kappa (human) inhibition; purified Pol kappa, fluorescent DNA synthesis assay, 10 min; Potency, µM (titrated, usually from 107 µM), without a hit: at the top dose activity, negative = inhibition, usual class: inhibitors; 400,000 compounds, 0.53% hits; AID 588579; note: potency is the fitted concentration of half-maximal effect; % is set by controls: 0 for no effect and ±100 for the full control effect
Target sequence (Q9UBT6 whole entry, looked up): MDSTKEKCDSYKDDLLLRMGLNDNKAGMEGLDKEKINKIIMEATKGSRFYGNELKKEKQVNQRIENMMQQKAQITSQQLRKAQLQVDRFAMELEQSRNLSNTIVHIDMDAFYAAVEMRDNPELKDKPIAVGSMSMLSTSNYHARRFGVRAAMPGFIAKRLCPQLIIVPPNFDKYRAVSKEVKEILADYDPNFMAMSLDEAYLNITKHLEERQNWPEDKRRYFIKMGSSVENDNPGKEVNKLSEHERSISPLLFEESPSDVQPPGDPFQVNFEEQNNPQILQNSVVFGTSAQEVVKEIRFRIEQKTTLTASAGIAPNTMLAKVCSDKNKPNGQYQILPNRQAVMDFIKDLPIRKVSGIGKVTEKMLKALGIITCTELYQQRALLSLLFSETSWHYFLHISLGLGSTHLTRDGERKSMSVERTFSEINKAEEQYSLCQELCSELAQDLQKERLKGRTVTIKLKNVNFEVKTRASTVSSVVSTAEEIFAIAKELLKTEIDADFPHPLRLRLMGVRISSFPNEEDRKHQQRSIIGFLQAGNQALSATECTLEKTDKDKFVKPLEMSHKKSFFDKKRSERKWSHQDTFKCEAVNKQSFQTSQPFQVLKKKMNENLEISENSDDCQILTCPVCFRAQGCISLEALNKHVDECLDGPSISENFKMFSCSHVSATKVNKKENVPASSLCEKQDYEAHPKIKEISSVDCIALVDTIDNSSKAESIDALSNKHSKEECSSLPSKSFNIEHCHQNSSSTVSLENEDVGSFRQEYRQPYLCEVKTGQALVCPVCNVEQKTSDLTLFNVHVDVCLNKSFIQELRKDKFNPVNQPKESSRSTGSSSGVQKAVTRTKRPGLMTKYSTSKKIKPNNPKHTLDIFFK
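Activity was followed as the change in fluorescence between reads at 0 and 10 min after starting the reaction with 50 nM substrate. Beforehand, 10 nM polymerase had been preincubated with compound for 15 min at room temperature.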
Pol eta inh: DNA polymerase eta (human) inhibition. Q9Y253. recombinant Pol eta, fluorescent DNA replication assay. 390,000 compounds, 1.2% hits. Potency, µM (doses to about 114 µM), without a hit: at the highest dose activity change, negative = inhibition, actives largely listed as inhibitors. AID 588591; note: potency is the fitted concentration of half-maximal effect; % is set by controls: 0 for no effect and ±100 for the full control effect
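Pol eta at 10 nM preincubated with compounds 15 min at room temperature; reaction started with fluorescent substrate (50 nM final) and read kinetically at 0 and 10 min.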
* hit, by the source's call; [ ] = dose if it differs, or a comment. Unless noted, calls come from the whole dose curve; as a rule, active = well fitted curve in the direction sought with a large enough effect; inconclusive = small, poorly fitted or top-dose-only effect, or another doubt; inactive = no such curve, though single readings can be large; an effect the other way counts as inactive or inconclusive. An excerpt (hit frequency here may not be typical).

Screening NC(=O)c1nc(-c2cccs2)nc2c1[nH]c(=O)n2-c1ccc(F)cc1 returned APE1 inh -10.7%, POLB inh 23.1%, ERG Ets-DNA blk -4.7%, LDHA inh -17.8, ALOX12 inh -5.6%, RGS4 inhibitor 7.4%, Anesthetic bind -4.3%, POLK inh -17.3% and Pol eta inh -17.3%.
For CC(C)(C)OC(=O)CC[C@@H](C(=O)NCCCCCCCCCCC(=O)N1CCN(C(=O)OC(C)(C)C)CC1)n1cc(CCCCCNC(=O)OC(C)(C)C)nn1 the results were APE1 inh -0.6%, ERG Ets-DNA blk 2.3%, LDHA inh 1.1, ALOX12 inh -25.9%, RGS4 inhibitor 9.6%, POLK inh -8.1% and Pol eta inh -20.5%.
`NS(=O)(=O)c1ccc(CCNC(=O)COC(=O)C2CCCN2C(=O)c2cccs2)cc1` (centres undefined) gave APE1 inh 30.6%[activator], POLB inh -1.1%, ERG Ets-DNA blk -4.2%, LDHA inh 5.3, ALOX12 inh -12.6%, RGS4 inhibitor 19.6%, Anesthetic bind -8.0%, POLK inh -3.1% and Pol eta inh 2.3%.
`Cc1cc(NC(=O)CSc2c3c(nc4ccccc24)CCC3)no1` gave APE1 inh -0.5%, POLB inh 21.1%, ERG Ets-DNA blk -0.4%, LDHA inh -14.2, ALOX12 inh 16.3%, RGS4 inhibitor -17.1%, Anesthetic bind -13.2%, POLK inh -21.6% and Pol eta inh -10.5%.
Cc1sc2ncnc(OCC(=O)Nc3ccc4c(c3)OCCO4)c2c1C was read as APE1 inh inconclusive, POLB inh -27.0%, ERG Ets-DNA blk -7.2%, LDHA inh -4.4, ALOX12 inh 56.4%[activator], RGS4 inhibitor 19.7%, Anesthetic bind -6.4%, POLK inh -12.7% and Pol eta inh -0.1%.
For CC(=NO)C1CCC2C3CCC4=CC(=NO)CCC4(C)C3C(=O)CC12C (centres undefined) the results were ERG Ets-DNA blk -14.1%, LDHA inh -2.1, ALOX12 inh -5.9%, RGS4 inhibitor 3.7%, POLK inh -10.2% and Pol eta inh -9.6%.
O=C(COc1ccc(F)cc1Cl)Nc1cc(S(=O)(=O)N2CCOCC2)ccc1N1CCCCC1 was read as APE1 inh 17.3%, POLB inh -0.8%, ERG Ets-DNA blk 9.2%, LDHA inh -2.5, ALOX12 inh inconclusive, RGS4 inhibitor -27.6%, Anesthetic bind 1.3%, POLK inh -14.5% and Pol eta inh -24.5%.
`O=S(=O)(Nc1cccnc1)c1cc(Cl)ccc1Cl` gave APE1 inh 1.0%, POLB inh 1.4%, LDHA inh 0.1, ALOX12 inh 2.5%, RGS4 inhibitor 16.0%, Anesthetic bind -8.7%, POLK inh -1.2% and Pol eta inh -1.0%.
For Cc1nn(C)cc1S(=O)(=O)N1CCCCC1C (centres undefined) the results were APE1 inh 1.3%, POLB inh -12.8%, ERG Ets-DNA blk -3.4%, LDHA inh -10.8, ALOX12 inh -16.1%, RGS4 inhibitor 27.5%, Anesthetic bind -7.5%, POLK inh -3.9% and Pol eta inh 11.5%.
O=S(=O)(c1ccc(F)cc1)c1snnc1-c1ccccc1 was read as APE1 inh -0.7%, POLB inh 4.8%, ERG Ets-DNA blk 0.6%, LDHA inh -3.2, ALOX12 inh 8.7%, RGS4 inhibitor -3.2%, Anesthetic bind -10.8%, POLK inh 3.1% and Pol eta inh -22.4%.
For COC(=O)Cn1cnc2c(nnn2-c2ccc(OC)cc2)c1=O the results were APE1 inh 47.2%, POLB inh 1.9%, ERG Ets-DNA blk 7.1%, LDHA inh 0.3, ALOX12 inh 0.0%, RGS4 inhibitor 1.7%, Anesthetic bind 3.2%, POLK inh 25.1% and Pol eta inh -9.9%.
CSc1nc(N)n(-c2cc(C(F)(F)F)ccn2)n1 was read as APE1 inh -1.3%, POLB inh -19.1%, ERG Ets-DNA blk 1.0%, LDHA inh -5.9, ALOX12 inh 94.5%[activator], RGS4 inhibitor 0.2%, Anesthetic bind 1.8%, POLK inh -10.8% and Pol eta inh -17.3%.
For Cc1cc(C)cc(-n2nnc(C(=O)NCc3ccco3)c2N)c1 the results were APE1 inh 6.6%, POLB inh 12.3%, ERG Ets-DNA blk 3.8%, LDHA inh -3.8, ALOX12 inh inconclusive, RGS4 inhibitor -24.1%, Anesthetic bind -5.1%, POLK inh 3.0% and Pol eta inh -13.3%.
`Cc1ccc(C(=O)Sc2cccccc2=O)cc1` gave APE1 inh -14.4%, POLB inh 39.8µM*, ERG Ets-DNA blk -2.1%, LDHA inh 17.3, ALOX12 inh inconclusive, RGS4 inhibitor -98.4%, Anesthetic bind 7.0%, POLK inh -16.6% and Pol eta inh -13.6%.
O=[N+]([O-])c1ccc(S(=O)(=O)Nc2ncccn2)cc1 was read as APE1 inh -8.9%, POLB inh 46.8%, ERG Ets-DNA blk -4.6%, LDHA inh -1.0, ALOX12 inh -26.7%, RGS4 inhibitor 17.6%, Anesthetic bind 38.3%[activator], POLK inh -9.6%[60.1 µM] and Pol eta inh -8.8%.
c1ccc(SCc2cn3cccnc3n2)nc1 was read as APE1 inh 3.4%, POLB inh 10.7%, ERG Ets-DNA blk 3.9%, LDHA inh -2.6, ALOX12 inh -4.0%, RGS4 inhibitor -3.3%, Anesthetic bind -1.5%, POLK inh -6.2% and Pol eta inh -3.4%.
For CC(=O)N1c2ccc(S(=O)(=O)N(C)CC(=O)Nc3ccccc3C)cc2CC1C (centres undefined) the results were APE1 inh -14.2%, POLB inh 28.6%, ERG Ets-DNA blk 3.2%, LDHA inh 0.0, ALOX12 inh -6.8%, RGS4 inhibitor 22.4%[11.4 µM], Anesthetic bind 5.6%, POLK inh -34.4% and Pol eta inh 4.1%.
CCCCCCCCCCCCCCCC(=O)OCC1OC(n2ccc(N)nc2=O)C(O)C1O (centres undefined) was read as LDHA inh -3.8, ALOX12 inh 16.2%, RGS4 inhibitor -28.0%, POLK inh -8.8% and Pol eta inh -8.9%.
For Cc1cc(NC(=O)CSc2nc3ccccc3cc2C#N)no1 the results were APE1 inh 7.8%, POLB inh 0.1%, ERG Ets-DNA blk 0.6%, LDHA inh -5.2, ALOX12 inh -5.4%, RGS4 inhibitor -2.0%, Anesthetic bind -6.0%, POLK inh 4.6% and Pol eta inh -17.0%.
`COC(=O)[C@@H](NC(=O)CCc1nnc(-c2ccsc2)o1)C(C)C` gave APE1 inh -2.7%, POLB inh -29.5%, ERG Ets-DNA blk 6.1%, LDHA inh -9.2, ALOX12 inh 5.9%, RGS4 inhibitor -0.8%, Anesthetic bind -4.6%, POLK inh 3.3% and Pol eta inh -25.8%.
Screening COc1ccc(NS(=O)(=O)c2ccc(C)c(NC(=O)C3CCCO3)c2)cc1 (centres undefined) returned APE1 inh -6.6%, ERG Ets-DNA blk -3.1%, LDHA inh -5.0, ALOX12 inh inconclusive, RGS4 inhibitor -18.8%, POLK inh -5.6% and Pol eta inh -9.1%.
O=C(CCc1ccccc1)Nc1ccc(N2CCCCC2)cc1 was read as APE1 inh -0.2%, POLB inh -3.0%, ERG Ets-DNA blk -4.9%, LDHA inh -3.7, ALOX12 inh -18.5%, RGS4 inhibitor -18.8%, Anesthetic bind -6.7%, POLK inh -16.6% and Pol eta inh -9.6%.
For Cc1c(C(=O)Nc2ccc(F)cc2F)oc2ccc3c(c12)C(=O)CC(C)(C)O3 the results were POLB inh 7.8%, ERG Ets-DNA blk 3.8%, LDHA inh -10.6, ALOX12 inh inconclusive, RGS4 inhibitor 19.2%, Anesthetic bind -12.8%, POLK inh -15.8% and Pol eta inh -5.4%.
CS(=O)(=O)N1CCC(C(=O)N2CCC(Cc3ccccc3)CC2)CC1 was read as APE1 inh 0.5%, POLB inh -25.5%, LDHA inh -5.8, ALOX12 inh 0.8%, RGS4 inhibitor -6.3%, Anesthetic bind 1.1%, POLK inh -2.9% and Pol eta inh -0.3%.
Screening COc1ccc(CNC(=O)COC(=O)c2cncc(Br)c2)cc1 returned APE1 inh 1.8%, POLB inh 35.1%, ERG Ets-DNA blk 6.5%, LDHA inh -7.0, ALOX12 inh -24.5%, RGS4 inhibitor -10.3%, Anesthetic bind -16.2%, POLK inh -1.1% and Pol eta inh -17.9%.
For Cc1cc(C)c(C(=O)/C=C/C=C/c2ccccc2)c(=O)[nH]1 the results were APE1 inh -13.7%, POLB inh -1.2%, ERG Ets-DNA blk 1.7%, LDHA inh 4.3, ALOX12 inh inconclusive, RGS4 inhibitor -35.5%, Anesthetic bind inconclusive, POLK inh -15.7% and Pol eta inh -6.9%.
`O=[N+]([O-])c1ccc2c(c1)C(N1CCOCC1)/C(=C/COc1ccc(Cl)cc1Cl)O2` (centres undefined) gave APE1 inh -10.6%, POLB inh -8.0%, ERG Ets-DNA blk -10.0%, LDHA inh -2.5, ALOX12 inh 35.5%[activator], RGS4 inhibitor -35.6%, Anesthetic bind -6.1%, POLK inh -2.4% and Pol eta inh -6.3%.
